Compound activity: PubChem, several laboratories
CD11b adhes enh: enhancers of CD11b/CD18 adhesion to fibrinogen, primary screen, K562 cells, luminescence; Integrin beta-2 (Homo sapiens) + Integrin alpha-M (Homo sapiens), P05107+P11215; ATPlite luminescence; activation, % at 10 µM; hit rate 0.07% among 93,000; AID 1499, 2009;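 active = 10 µM primary screen giving 50% or more activity, confirmed by 40% or more on retest at that dose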; also: strong numbers were not always called active
CYP2C19 activ: human CYP2C19 activators, primary screen, biochemical, luminescence | Cytochrome P450 2C19 (Homo sapiens), P33261 | activation factor at 5 µM | recombinant CYP2C19, luciferin-H EGE luminescence; stronger effect = higher value; 0 = fully inhibited enzyme, 1 = untreated enzyme | 96,000 tested, under 10 active | AID 1025, 2008;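 active = activation factor of at least 2 at 5 µM in the primary screen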;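 also: 0 = wells with 2.5 mM tranylcypromine and 1 = vehicle-only wells; values of inactives mirror those of a sister screen read the other way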
Target sequence (P33261 whole entry, looked up): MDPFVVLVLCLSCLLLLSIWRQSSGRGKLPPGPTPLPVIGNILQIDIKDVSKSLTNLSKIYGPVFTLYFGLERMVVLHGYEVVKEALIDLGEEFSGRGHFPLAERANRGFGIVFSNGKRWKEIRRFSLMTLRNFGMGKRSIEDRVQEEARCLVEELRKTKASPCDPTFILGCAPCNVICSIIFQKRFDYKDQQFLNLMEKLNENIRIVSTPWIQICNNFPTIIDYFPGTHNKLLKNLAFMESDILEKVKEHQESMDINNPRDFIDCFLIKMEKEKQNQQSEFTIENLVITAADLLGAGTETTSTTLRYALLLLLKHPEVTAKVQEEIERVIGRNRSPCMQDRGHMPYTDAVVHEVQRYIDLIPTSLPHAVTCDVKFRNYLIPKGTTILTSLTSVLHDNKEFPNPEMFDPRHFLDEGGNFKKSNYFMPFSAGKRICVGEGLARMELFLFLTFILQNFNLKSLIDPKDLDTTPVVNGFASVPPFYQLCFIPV
ERa SRC1 inh: ERα–SRC-1 coactivator interaction inhibitors, primary screen, biochemical, TR-FRET, ERα LBD, estradiol-bound | inhibition, % at 25.6 µM | AID 629, 2007 | hit rate 1.7% among 86,000 | TR-FRET ER-alpha LBD / SRC-1 peptide | Estrogen receptor (Homo sapiens), P03372; in the data active = inhibition above about 50%;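 also: 0% = receptor plus peptide control and 100% = peptide only without receptor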
CD11b adhes inh: inhibitors of CD11b/CD18 adhesion to fibrinogen, primary screen, K562 cells, luminescence; hit rate 0.54% among 93,000; inhibition, % at 10 µM; AID 1497, 2009; Integrin beta-2 (Homo sapiens) + Integrin alpha-M (Homo sapiens), P05107+P11215; ATPlite luminescence; Mn2+ added to activate the integrin;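 active = primary inhibition of 50% or more at 10 µM, then 40% or more on retest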; also: some results filed as inactive read as strong as hits
CYP2C19 inh: blockers of cytochrome P450 2C19 activity – biochemical, luminescence, ADME assay, primary screen; P33261; CYP2C19 Supersomes, luciferin-H EGE luminescence, 30 min; inhibition, % at 5 µM; hit rate 21% among 96,000;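 active = CYP2C19 inhibition above a set limit at 5 µM in the primary screen, cut at about 50% in these data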;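 also: plate controls were negative control wells for no effect and 2.5 mM tranylcypromine positive control for full effect; values of inactives mirror those of a sister screen read the other way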
H69AR inhibit: proliferation blockers of H69AR lung cancer cells, primary screen, cell-based, human, 86K library; H69AR lung tumor viability, ATP luminescence, 72 h; stronger effect = lower value; viability, % at 10 µM; hit rate 6% among 85,000;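 active = viability at or below 40%; inactive = viability above 40%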;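 also: multidrug resistant small cell line overexpressing MRP-1 efflux transporter; 100% = mean luminescence of untreated control wells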
ERa SRC1 pot: enhancers of ERα–SRC-1 coactivator binding, primary screen, biochemical, TR-FRET, ERα LBD, low estradiol; TR-FRET ERalpha-LBD/SRC-Cy5 coactivator binding, 2 h; 100 = basal binding, no effect; hit rate 1.3% among 86,000; coactivator binding (% of control), % at 25.6 µM; Estrogen receptor (Homo sapiens), P03372; in the data active = activity above about 200%;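 also: binding measured in presence of low estradiol as agonist stimulus; 0% = peptide alone without receptor and 100% = receptor with peptide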
Lung fibro prol: antiproliferative effect on LL 47 fibroblasts – human, LL 47 cells, CellTiter-Glo luminescence, primary screen; LL 47 human lung fibroblast viability, ATP luminescence; stronger effect = lower value; viability, % at 10 µM; hit rate 1.1% among 85,000;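 active = viability at or below 50% in the single dose screen; inactive = viability above 50%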;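 also: compound exposure lasted 72 h before the ATP readout; 100% = median luminescence of untreated cell-only wells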
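Material: human LL 47 lung fibroblast cells; quantity: 1,150 cells/well; medium: IMEM plus 15% FBS; doses: 0.1% DMSO in all compound wells; timing: overnight attachment after seeding, then 72 h compound exposure at 37 °C; detection: CellTiter-Glo luminescence; measure: % viability of median cell-only signal; controls: cell-only wells, no compound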
HUVEC inhibit: inhibitors of HUVEC proliferation, primary screen, cell-based, 384-well; hit rate 1.1% among 86,000; CellTiter-Glo luminescence, 72 h; stronger effect = lower value; AID 648, 2007; viability, % at 10 µM (by protocol);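 active = viability at or below 30%; inactive = viability above 30%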;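 also: 100% = median luminescence of DMSO-only cell control wells on each plate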
An asterisk follows results filed as active; · = no result given; [ ] = another dose, or the depositor's remark.

structure	CD11b adhes enh	CYP2C19 activ	ERa SRC1 inh	CD11b adhes inh	CYP2C19 inh	H69AR inhibit	ERa SRC1 pot	Lung fibro prol	HUVEC inhibit
CC(C)CNc1nnnc2c1sc1nc(N3CCOCC3)c3c(c12)CC(C)(C)SC3	1	0.7	·	-21	34	·	·	·	·
C=CCc1cccc2cc(C(=O)OCC(=O)c3ccccc3)c(=O)oc12	1	1.1	3[fluorescence artefact?]	4	-13	100	120[fluorescence artefact?]	110	102
O=C(CN1CCOCC1)Nc1ccccc1-c1ccccc1	4	0.8	-2	-6	24	103	105	98	101
C=C(C)c1cccc(C(C)(C)NC(=O)N(Cc2ccccc2)Cc2ccco2)c1	2	0.6	-7	-28	42	99	107	97	103
O=C(NC1CCCCC1)C(c1ccncc1)N(C(=O)Cn1nnc(-c2cccs2)n1)C1CCCC1 (stereo not drawn)	·	·	-3	·	·	69	125	97	96
COc1ccc(C(=O)N(CN2CCCC2=O)c2cc(C)on2)cc1OC	-3	1	8	5	-3	88	103[fluorescence artefact?]	99	105
Cc1nc([N+](=O)[O-])c(Br)n1CC(=O)c1ccc(Br)cc1	2	0.8	0[fluorescence artefact?]	6	18	-0.4*	95	25*	33
COc1ccc(NC(=O)C2OCCc3ccccc32)c(OC)c1 (stereo not drawn)	-1	0.1	6	3	91*	85	116	94	93
Cc1cnc(C(=O)OCC(=O)Nc2ccc(Cl)cc2Cl)cn1	·	·	-9	·	·	96	116[fluorescence artefact?]	99	89
COC(=O)C1=C(C)NC(=S)N(C(C)=O)C1c1ccccc1 (stereo not drawn)	·	·	-7	·	·	91	100	92	82
Cc1ccc(NC2=NC3(CCCCC3)N=C(N)N2)c(C)c1	11	0.9	6	-4	5	97	102[fluorescence artefact?]	97	96
O=C(C1CCC1)N1CCc2cc(S(=O)(=O)NC3CCCC3)ccc21	·	0.3	-3	·	72*	108	145	99	123
CC1CCCC(C)N1C(=O)c1cc(-c2cccs2)on1 (stereo not drawn)	·	·	17	·	·	100	106	97	108
COc1cc(C2C(C(=O)OC(C)C)=C(C)Nc3[nH]c(=O)[nH]c(=O)c32)ccc1O (stereo not drawn)	-1	0.2	-1	-10	82*	97	105	99	95
Cc1nc(C)c(-c2ccccc2)c(=O)[nH]1	-2	1	1	-5	-2	94	107	95	84

Additional entries
structure	CD11b adhes enh	CYP2C19 activ	ERa SRC1 inh	CD11b adhes inh	CYP2C19 inh	H69AR inhibit	ERa SRC1 pot	Lung fibro prol	HUVEC inhibit
CCCCCn1c(CNC(C)=O)nc2ccccc21	1	0.9	-2	0	5	92	96	95	94
CCN(CCCn1c(SCC#N)nc2ccccc2c1=O)c1ccccc1	0	0.2	6	2	77*	68	105	92	92
O=C(Cc1cccs1)NCC1CCCO1 (stereo not drawn)	-3	1	44	5	-5	86	58	109	91
CC1=CCC2C(=O)N(c3ccc4ccccc4n3)C(=O)C2C1 (stereo not drawn)	5	0.4	-6	-12	62*	94	107	101	102
Cc1cc(C)c(N2CCN(S(=O)(=O)N3CCCCCC3)CC2)c(C)c1	-4	0.2	-1	60	80*	83	91[fluorescence artefact?]	97	76
N#Cc1cnn(-c2nc3sc4c(c3c(=O)[nH]2)CCCC4)c1N	-3	1	·	-17	3	·	·	·	·
Cn1c(=O)[nH]c(=O)c2c1nc(Sc1ncccn1)n2CCCc1ccccc1	-3	0.8	-17[fluorescence artefact?]	-12	18	94	129	94	74
CCOC(=O)C1CCCCN1Cc1cccc(F)c1 (stereo not drawn)	0	0.1	-11	-1	89*	96	103	100	89
COc1ccc(C(=O)NC(C)c2nnc(SCc3ccc(Cl)c(Cl)c3)n2C)cc1 (stereo not drawn)	-3	1	·	-1	1	·	·	·	·
Cc1ccc(C)c2[nH]c(=O)c(CN(Cc3ccco3)S(=O)(=O)c3ccc4c(c3)OCCO4)cc12	-2	0.2	3	8	75*	81	106	95	64
COCCN1C=C(C(=O)OC)C(c2cc3c(cc2Br)OCO3)C(C(=O)OC)=C1	-3	0.5	-4	-29	46	73	78[fluorescence artefact?]	95	95
C=CCc1ccccc1OCC(O)CNC (stereo not drawn)	-5	0.9	-3	0	12	84	109	102	106
CCOC(=O)N1CCN(C(=O)CCC(=O)N2CCOc3ccc(C)cc32)CC1	3	1	4	-8	-3	86	94	103	87
CCOC(=O)C1=C(C)NC(=O)NC1c1c(OCC(=O)N2CCCCC2)ccc2ccccc12 (stereo not drawn)	-2	0.2	-4	-7	76*	102	115	104	101
Cc1ccc(S(=O)(=O)N(C)Cc2ccc(-c3nnco3)cc2)cc1	·	0.5	-5	·	48	89	135	94	94

By substructure: the entries above with four or more nitrogen atoms.
structure	CD11b adhes enh	CYP2C19 activ	ERa SRC1 inh	CD11b adhes inh	CYP2C19 inh	H69AR inhibit	ERa SRC1 pot	Lung fibro prol	HUVEC inhibit
CC(C)CNc1nnnc2c1sc1nc(N3CCOCC3)c3c(c12)CC(C)(C)SC3	1	0.7	·	-21	34	·	·	·	·
O=C(NC1CCCCC1)C(c1ccncc1)N(C(=O)Cn1nnc(-c2cccs2)n1)C1CCCC1 (stereo not drawn)	·	·	-3	·	·	69	125	97	96
Cc1ccc(NC2=NC3(CCCCC3)N=C(N)N2)c(C)c1	11	0.9	6	-4	5	97	102[fluorescence artefact?]	97	96
CCN(CCCn1c(SCC#N)nc2ccccc2c1=O)c1ccccc1	0	0.2	6	2	77*	68	105	92	92
N#Cc1cnn(-c2nc3sc4c(c3c(=O)[nH]2)CCCC4)c1N	-3	1	·	-17	3	·	·	·	·
Cn1c(=O)[nH]c(=O)c2c1nc(Sc1ncccn1)n2CCCc1ccccc1	-3	0.8	-17[fluorescence artefact?]	-12	18	94	129	94	74
COc1ccc(C(=O)NC(C)c2nnc(SCc3ccc(Cl)c(Cl)c3)n2C)cc1 (stereo not drawn)	-3	1	·	-1	1	·	·	·	·

(continued)
structure	CD11b adhes enh	CYP2C19 activ	ERa SRC1 inh	CD11b adhes inh	CYP2C19 inh	H69AR inhibit	ERa SRC1 pot	Lung fibro prol	HUVEC inhibit
CC(CN1CCOCC1)OC(=O)COc1ccc(F)cc1 (stereo not drawn)	2	1.1	-5	6	-7	93	142	96	97
CCn1c(CSCc2ccc(F)cc2)nnc1SCC(=O)N1CCN(c2ccccc2)CC1	-4	0.2	·	32	80*	·	·	·	·
Cc1ccc(Oc2nc(C(F)(F)F)nc3ccccc23)cc1	-1	1	·	-16	0	·	·	·	·
CCCNC(=O)CN(Cc1ccccc1F)S(=O)(=O)c1ccc(C)cc1	-3	0.4	6[fluorescence artefact?]	0	64*	98	107	105	97
Cc1ccc(C(=O)CNc2nc3c(c(=O)[nH]c(=O)n3C)n2Cc2ccccc2)cc1	3	0.1	2[fluorescence artefact?]	8	88*	78	108[fluorescence artefact?]	96	84
CCc1ccc(NC(=O)CSc2nnc(COc3ccc4c(c3)CCCC4)o2)cc1	21	0.8	0	-24	25	98	107	102	99
CC(CNC(=O)c1ccc(Br)o1)NC(=O)c1ccc(Br)o1 (stereo not drawn)	-2	0.9	2	17	11	89	86	105	105
CCOC(=O)c1c(NC(=O)c2c(Br)cnn2CC)sc(C)c1C	·	·	-16	·	·	71	110	89	68
CC(C)c1nccn1CCC(=O)O	-1	0.9	-2[fluorescence artefact?]	-2	6	101	117	95	93
COc1ccc(OC)c(NC(=O)C2CC(=O)N(c3ccccc3)C2)c1 (stereo not drawn)	-4	0.7	2	-1	29	97	106	102	99
CCCC(=O)Nc1ccccc1NC(=O)c1cc(OC)c(OC)c(OC)c1	2	1	6[fluorescence artefact?]	-2	1	87	115	89	80
CC1(C)CC(NC(=O)c2ccccc2Cl)CC(C)(C)N1	108	1	-5	-4	-4	80	99	93	98
COc1cc2c3c(c1)C1(C(=O)N3C(C)(C)C=C2C)C(C#N)=C(N)Oc2cc(C)oc(=O)c21 (stereo not drawn)	-2	0.4	-6	11	55*	78	101	109	98
CC(C)Cc1cc(C(=O)Nc2sc3c(c2C#N)CCC3)no1	6	1.1	4	5	-8	67	90	104	100
O=C(c1ccco1)N1CCN(C(=O)C(Cc2ccccc2)NS(=O)(=O)c2cccs2)CC1 (stereo not drawn)	8	0.8	-2	10	17	67	87[fluorescence artefact?]	93	98

Next records
structure	CD11b adhes enh	CYP2C19 activ	ERa SRC1 inh	CD11b adhes inh	CYP2C19 inh	H69AR inhibit	ERa SRC1 pot	Lung fibro prol	HUVEC inhibit
COC(=O)c1cccc(NC(=O)NC2CCCN2S(=O)(=O)c2ccc(Cl)cc2)c1 (stereo not drawn)	4	0.8	14	-5	24	87	100	104	90
FC(F)(F)c1cc(-c2ccco2)nc(NCCc2ccccc2)n1	·	0.9	-4	·	12	24*	95	89	88
CCOCCCNC(=O)c1c(N)n(-c2ccc(S(N)(=O)=O)cc2)c2nc3ccccc3nc12	-1	1.1	13	9	-6	88	103	97	69
O=C(CSc1c[nH]c2ccccc12)N1CCOCC1	-2	0.2	-6	3	84*	76	110	94	89
Cc1nn(CC(=O)Nc2ccc(C(=O)N3CCCCC3)cc2)c(=O)c2ccccc12	-5	1.1	-5[fluorescence artefact?]	-3	-7	99	121[fluorescence artefact?]	107	105
COc1ccc(-n2nnc3c(SCC(=O)Nc4ccc5c(c4)OCCO5)ncnc32)cc1	2	0.9	5[fluorescence artefact?]	-25	10	91	104	109	77
COc1ccccc1NC(=O)CSc1nnc(COc2ccc(Cl)cc2)n1Cc1ccco1	2	0.8	-2	-8	21	50	100[fluorescence artefact?]	91	75
O=C(NC1CCCCC1)N1CCCCCC1	2	0.8	-4	-8	20	104	118	99	96
Cn1cccc1Cc1nnc(SCC(=O)NC2CCCC2)n1-c1ccc(F)cc1	-1	1.1	-8	3	-13	94	107	101	106
COc1ccc(C2C3=C(CCCC3=O)Nc3nc(C(F)(F)F)nn32)c(OC)c1OC (stereo not drawn)	-4	0.7	-10	3	33	95	94	94	104
CCSc1c(-c2ccccc2)nc2c(C)cccc2c1C(=O)O	2	1	·	-26	-1	·	·	·	·
